Screening results (PubChem BioAssay)
RECQ1 helicase – inhibitors of human RECQ1 DNA helicase; RECQ1 DNA unwinding, red fluorescence kinetic read; hit rate 0.54% among 240,000; Potency, µM (series often up to 57.3 µM), inactives show at the top dose activity, negative = inhibition, hits mostly inhibitors; P46063;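 further: plate controls were vehicle for no effect and no enzyme for full effect; nearly all actives have a fitted effect of over 30% in size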
Target sequence (P46063 whole entry, looked up): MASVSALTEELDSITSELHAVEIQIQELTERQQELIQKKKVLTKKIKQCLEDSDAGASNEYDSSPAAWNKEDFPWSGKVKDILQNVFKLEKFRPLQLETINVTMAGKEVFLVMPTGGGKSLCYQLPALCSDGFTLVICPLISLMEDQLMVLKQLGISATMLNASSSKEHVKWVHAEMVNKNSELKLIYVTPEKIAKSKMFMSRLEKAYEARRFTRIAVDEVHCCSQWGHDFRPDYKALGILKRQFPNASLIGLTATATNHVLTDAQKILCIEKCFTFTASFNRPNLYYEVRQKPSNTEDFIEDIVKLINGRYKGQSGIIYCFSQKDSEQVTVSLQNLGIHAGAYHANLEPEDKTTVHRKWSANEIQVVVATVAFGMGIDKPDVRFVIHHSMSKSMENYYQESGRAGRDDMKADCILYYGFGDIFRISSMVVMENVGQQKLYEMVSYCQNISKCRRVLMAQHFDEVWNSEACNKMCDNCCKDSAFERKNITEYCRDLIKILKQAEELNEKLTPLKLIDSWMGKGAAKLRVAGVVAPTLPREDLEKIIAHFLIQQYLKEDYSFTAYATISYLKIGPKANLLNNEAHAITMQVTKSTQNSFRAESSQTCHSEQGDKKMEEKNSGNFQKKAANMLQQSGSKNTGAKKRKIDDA
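50 nM RECQ1T1 preincubated 15 min with compound in Tris pH 8.0 buffer with MgCl2, DTT, Tween-20 and 2.5 ug/ml poly(dI-dC); started with 200 nM TAMRA/BHQ-2 forked duplex and 2 mM ATP. Unwinding read as fluorescence (525/598 nm), two reads 2 h apart.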
SMN2 splice up – increases expression of the SMN2 splice variant | HEK293 SMN2-luciferase splicing reporter, luminescence, 30-36 h | Potency, µM (doses to about 46.1 µM), for the others: at the top dose activity change, positive = activation, actives largely listed as activators | hit rate 2.8% among 210,000 | AID 1458; further: % of control where 0% means no effect; nearly all actives have a fitted effect of over 55% in size
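HEK293 cells carry an SMN2 […]–luciferase reporter in which exon 7 inclusion puts luciferase in frame. Cells were plated 10-12 h before compound addition, then incubated 30-36 h at 37C. ONE-Glo luminescence was read; sodium butyrate at 4.5 mM final served as control.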
JMJD2E inh – JMJD2E (human) inhibition | B2RXH2 | JMJD2E catalytic domain, FDH-coupled NADH fluorescence (FDH is formaldehyde dehydrogenase) | Potency, µM (series often up to 57.1 µM), without a hit: at the highest dose activity change, negative = inhibition, hits mostly inhibitors | hit rate 1.6% among 230,000; active means well fitted inhibition curve with a large enough effect, not every such curve was filed as active; inconclusive means small, poorly fitted or top-dose-only effect, or another doubt; inactive means no such curve, though single readings can be large or run the other way;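 further: 0% = wells with enzyme and -100% = buffer wells without enzyme; nearly all actives have a fitted effect of over 50% in size; many of its hits are not listed in these tables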
Lamin A splicing – LMNA splicing modulation. AID 1487. Potency, µM (doses to about 46.1 µM), without a hit: at the top dose ratio change, negative = inhibition, actives largely listed as inhibitors. hit rate 0.01% among 200,000. HeLa LMNA splicing GFP/RFP minigene ratio, 48 h; active means well fitted inhibition curve with a large enough effect in the signal ratio, with a control signal flat, not every such curve was filed as active; inconclusive means small, poorly fitted or top-dose-only effect, or effect the other way, or a change in a side signal; the % refers to the signal ratio; further: on the % scale 0 is the no-effect control and ±100 the full control effect
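S3 HeLa stable clones carrying a lamin A-EGFP splicing minigene plus DsRed2 were seeded at 600 cells/well in Opti-MEM with 2% FBS, pin-dosed and incubated 48 h at 37°C. Acumen cytometry (488 nm) gave the GFP/RFP total-intensity ratio.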
ALDH1A1 inh – ALDH1A1 (human) enzyme inhibition; Purified ALDH1A1, NADH fluorescence, propionaldehyde substrate; Potency, µM (titrated, usually from 75.3 µM), for the others: at the top dose activity, negative = inhibition, actives largely listed as inhibitors; hit rate 7.3% among 220,000; AID 1030; active means well fitted inhibition curve with a large enough effect, not every such curve was filed as active; inconclusive means small, poorly fitted or top-dose-only effect, or another doubt; inactive means no such curve, though single readings can be large or run the other way;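 further: plate controls were no enzyme wells and a reference inhibitor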
RGS12 GoLoco inh – RGS12 GoLoco-Gai1 interaction inhibition | AID 880 | Potency, µM (titrated, usually from 61.6 µM), for the others: at the top dose activity, negative = inhibition, usual class: inhibitors | Gai1:RGS12 GoLoco peptide FP, rhodamine, 10 min | hit rate 0.44% among 230,000 | P63096; active means well fitted inhibition curve with a large enough effect, not every such curve was filed as active; inactive means no such curve, though single readings can be large or run the other way; further: on the % scale 0 is the no-effect control and ±100 the full control effect; nearly all actives have a fitted effect of over 30% in size; many of its hits are not listed in these tables
TexasRed fluor – counter-screen for TRb-SRC2 inhibitors: fluorescence interference; TRb/SRC2 Texas Red total fluorescence interference; Potency, µM (doses to about 106 µM), inactives show at the highest dose fluorescence change, negative = quenching; hit rate 0.29% among 280,000; active means well fitted curve in either direction with a large enough effect; inconclusive means small, poorly fitted or top-dose-only effect; further: on the % scale 0 is the no-effect control and ±100 the full control effect
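Flags fluorescent or light-absorbing compounds by total fluorescence, S + 2P, at 555 nm excitation and 632 nm emission. Mixture: 20 nM Texas Red SRC2 peptide, 0.6 uM human TRb LBD, 1 uM T3, 5% DMSO; compound exposure 5 h at ambient temperature.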
TRb SRC2 PPI – TRbeta-SRC2 interaction inhibition | hit rate 0.065% among 280,000 | Potency, µM (highest dose often 106 µM), inactives show at the highest dose activity change, negative = inhibition, actives largely listed as inhibitors | TRbeta-SRC2 peptide binding, fluorescence polarization; receptor liganded with 1 µM T3;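 further: plate controls were bound peptide for no effect and peptide without receptor for full effect; nearly all actives have a fitted effect of over 50% in size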
Target sequence (P10828 whole entry, looked up): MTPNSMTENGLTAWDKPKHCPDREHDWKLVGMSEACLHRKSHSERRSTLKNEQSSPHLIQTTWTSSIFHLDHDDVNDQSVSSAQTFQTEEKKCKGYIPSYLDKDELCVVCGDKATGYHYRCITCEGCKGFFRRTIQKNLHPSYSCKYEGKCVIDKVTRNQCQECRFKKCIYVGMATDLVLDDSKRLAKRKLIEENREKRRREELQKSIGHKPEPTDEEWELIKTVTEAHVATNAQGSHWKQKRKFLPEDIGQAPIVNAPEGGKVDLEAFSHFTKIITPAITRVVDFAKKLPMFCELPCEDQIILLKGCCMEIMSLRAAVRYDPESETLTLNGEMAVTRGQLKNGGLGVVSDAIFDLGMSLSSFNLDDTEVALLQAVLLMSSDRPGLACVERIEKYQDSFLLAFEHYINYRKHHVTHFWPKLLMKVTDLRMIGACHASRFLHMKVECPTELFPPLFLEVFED
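Assay buffer: 20 mM Tris-HCl, 100 mM NaCl, 10% glycerol, 1 mM EDTA, 0.01% NP-40, 1 mM DTT, 1 uM T3, 5% DMSO; TRb LBD 0.6 uM, Texas Red SRC2 20 nM; FP after 5 hr.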
* hit, by the source's call; i = inactive; ? = inconclusive; · = not tested or not shown; [ ] = remark or other dose. Unless noted, the call rests on the fitted dose curve; in most records, active means well fitted curve in the direction sought with a large enough effect; inconclusive means small, poorly fitted or top-dose-only effect, or another doubt; inactive means no such curve, though single readings can be large; an effect the other way counts as inactive or inconclusive. Potency means the concentration at half of the fitted maximal effect.

SMILES	RECQ1 helicase	SMN2 splice up	JMJD2E inh	Lamin A splicing	ALDH1A1 inh	RGS12 GoLoco inh	TexasRed fluor	TRb SRC2 PPI
O=C(CC1CC2CCC1C2)Nc1nc(-c2ccccn2)cs1 (stereo not drawn)	-7%	17%	-41%	·	?	16%	0%	5%
C#CCOCCOCCOCCNc1nc(N2CCN(C(=O)[C@H]([C@@H](C)CC)n3cc(CCCN=C(N)N)nn3)CC2)nc(N2CCN(C(=O)[C@H](Cc3ccc(O)cc3)n3cc(CCO)nn3)CC2)n1	7%	-2%	?	-1%	0%	-17%	-4%	-6%
Cc1cccc(NC(=S)N(CCCN2CCOCC2)Cc2ccco2)c1	2%	-22%	3%	·	?	-8%	0%	6%
Cc1ccc(NC(=O)CSc2ncn(-c3ccccc3)n2)cc1C	-3%	-3%	5%	-8%	7%	-1%	-3%	-12%
CN1/C(=C\C(=O)COC(=O)CNC(=O)c2ccccc2F)C(C)(C)c2ccccc21	-8%	-4%	?	0%	5%	29%	2%	-3%
CSc1nc2ccc(Cl)cc2[nH]1	-1%	-69%[inhibitor]	-3%	-6%	-13%	2%	0%	2%
CC(C)CCNC(=O)NC(=O)CSc1nnc(COc2ccccc2Cl)o1	2%	-6%	10%	14%	-15%	9%	-3%	-3%
CNC(=O)[C@H](Cc1c[nH]c2ccccc12)NC(=O)[C@@H](CC(=O)NO)CC(C)C	0%	0%	·	·	3%	8%	0%	-3%
COCCN1C(=O)c2ccccc2C(C(=O)NCC2CCCO2)C1c1c[nH]c2ccccc12 (stereo not drawn)	i	-17%	6%	-4%	-5%	7%	0%	-5%
COc1cccc(/C=N/NC(=O)C(=O)N2CCCC2)c1OC	-15%	0%	0%	4%	13%	-7%	-6%	3%
CCOc1cc2[nH]c(=S)n(C(C)C)c(=O)c2cc1OCC	i	-13%	7%	-6%	?	16%	-7%	-5%
Cc1ccc(-c2nnc(Sc3nc4ccccc4o3)c3ccccc23)cc1	i	-27%	-21%	4%[0.0737 µM]	5%	13%	-1%	-16%
N#Cc1ccc(N2Cc3ccccc3C2=NC(=O)c2cccs2)cc1	-2%	18%	?	-17%	-3%	7%	-5%	-2%
COc1ccc(-c2nnn(CC(=O)c3c[nH]c4ccccc34)n2)cc1OC	-4%	29%	6%	?	1%	22%	-3%	5%
CCC/C=N/Nc1nc2ccccc2s1	i	?	-27%	5%[46 µM]	-3%	-2%	-4%	-2%
COCCCC1CCN(Cc2nc(Cc3ccccc3Cl)no2)CC1	0%	·	9%	6%[46 µM]	6%	5%	-2%	0%
O=S(=O)(c1cc(Cl)ccc1Br)N1CCOCC1	i	11%	2%	10%	0%	-6%	0%	-3%
COc1ccc(/C=N/N=C2/NC(=O)C(c3ccccc3)S2)c(OC)c1 (stereo not drawn)	-10%	-2%	-7%	?	4%	-2%	0%	-1%
CC1CC(C)CN(CCCNC(=O)COc2cc(=O)n(C)c3ccccc23)C1 (stereo not drawn)	i	20%	7%	-7%	-1%	8%	2%	-23%
COc1cc(C(=O)Oc2cccc(C=O)c2)cc(OC)c1OC	-4%	-18%	7%	-12%	?	-5%	0%	-1%
COC(=O)c1[nH]nc2c1C(=O)N(C1CCCCC1)C2=O	6%	1%	-4%	?	?	2%	0%	3%
N#Cc1cccc(-c2cc(NCc3ccccc3)ncn2)c1	-5%	·	·	-8%	?	3%	·	·
Cc1cc(C(=O)Nc2cc(C)n(Cc3ccc(Cl)cc3)n2)no1	i	-18%	-1%	?	8%	9%	3%	-8%
COc1cccc([C@@H]2Oc3ccc(OC)cc3C(=O)[C@H]2OC(=O)Nc2ccc(OC(F)F)cc2)c1	-8%	-3%	-24%	·	1%	-2%	-2%	6%
Cn1cnnc1SCC(=O)c1ccco1	i	12%	-7%	-8%	?	3%	-1%	-10%
Next section.
SMILES	RECQ1 helicase	SMN2 splice up	JMJD2E inh	Lamin A splicing	ALDH1A1 inh	RGS12 GoLoco inh	TexasRed fluor	TRb SRC2 PPI
CCOC(=O)c1c(C)[nH]c(C(=O)NCc2ccco2)c1C	i	16%	-1%	?	0%	-5%	3%	3%
C=CCn1c(SCC(=O)NC)nc2sc3c(c2c1=O)CCC3	-5%	-4%	-2%	-18%	-4%	-4%	-2%	-5%
CCOc1ccccc1CN1CCN(C2CCN(c3ccccc3F)CC2)CC1CCO (stereo not drawn)	?	·	4%	-4%[46 µM]	-1%	12%	-1%	1%
O=C(NC1CC1)c1ccc2c(c1)NC(=O)c1ccccc1S2	-12%	-8%	3%	-9%	3%	4%	-3%	1%
CC/C(=N\O)c1ccc(O)c(OC)c1	i	-3%	2%	-7%	9%	-8%	2%	6%
COc1ccc(-c2nc(N)n(C(=O)c3ccco3)n2)cc1	-13%	-9%	?	·	?	-6%	-1%	0%
C/C(CCC(=O)OC[C@@H]1O[C@H](C#Cc2ccccc2)C=C[C@@H]1Oc1ccc(C)cc1)=N/O[C@@H](C)c1cc(-c2c(C)cc(C)cc2C)no1	i[11.5 µM]	·	·	·	10%[13.5 µM]	·	-22%[11.2 µM]	2%[11.2 µM]
Cc1cc(C)c(S(=O)(=O)N2CCCOC2CNC(=O)C(=O)NCCc2c[nH]c3ccccc23)c(C)c1 (stereo not drawn)	-1%	-99%[inhibitor]	-5%	?	-25%	20%	0%[53 µM]	3%[53 µM]
CC1CCCC(NC(=O)Cn2cc3c(n2)CCCCC3)C1C (stereo not drawn)	-7%	-5%	10%	1%	3%	2%	-3%	-9%
Cc1ccc([N+](=O)[O-])cc1N=C(c1cccc([N+](=O)[O-])c1)N1CCOCC1	1%	-7%	-8%	-4%	-2%	7%	3%	6%
CC(=O)Nc1ccc(S(=O)(=O)N2CCN(CCCOc3cc(C)ccc3C)CC2)cc1	-3%	-32%[inhibitor]	-7%	-26%	-7%	6%	-3%	-1%
c1ccc2cc(OCCOCCOc3ccc4ccccc4c3)ccc2c1	-6%	·	?	·	·	-3%	-3%	2%
Cc1cc(C)c2nc(SCC(=O)N3CC(=O)Nc4ccccc43)c(C#N)cc2c1	3%	-58%[inhibitor]	-6%	?	?	106%[activator]	-1%	-14%
CC(Sc1nncn1-c1ccccc1)C(=O)Nc1cccc([N+](=O)[O-])c1 (stereo not drawn)	1%	-1%	-6%	2%	?	8%	0%	-2%
COc1ccc(CNc2cc(-c3ccccc3C)ncn2)c(OC)c1	i	·	·	?	-13%	7%	·	·
O=C1CC(N2CCSCC2)C(=O)N1c1cccc(Br)c1 (stereo not drawn)	-3%	-1%	-2%	·	?	14%	-4%	-3%
CCOC(=O)C1CCCN(c2cc(NCCCO)c([N+](=O)[O-])c3nonc23)C1 (stereo not drawn)	-6%	-9%	-1%	0%	?	13%	1%	4%
Cc1nc([N+](=O)[O-])cn1Cc1cccc([N+](=O)[O-])c1	-6%	·	-2%	-2%[46 µM]	4%	7%	1%	6%
O=C(NCCCN1CCOCC1)C1Cc2c(ccc3ccccc23)O1 (stereo not drawn)	-9%	-3%	-4%	6%[46 µM]	4%	0%	0%	2%
O=c1cc2c(nn1Cc1ccccc1)-c1ccccc1CC2	-15%	8%	1%	?	-11%	14%	-2%	1%
Cc1cc(C[n+]2cc(Cl)ccc2N)c2ncccc2c1	-2%	·	3%	·	·	5%	1%	1%
CCn1c(SCC(=O)Nc2cc(C)on2)nnc1-c1cccnc1	0%	-9%	-8%	2%	5%	7%	-3%	-7%
CCn1c(CSCc2ccc(Cl)cc2)n[nH]c1=S	6%	-16%	-21%	·	?	10%	2%	0%
Nc1nc(C23CC4CC(CC(C4)C2)C3)[nH]c(=O)n1	-2%	·	3%	·	·	7%	-1%	-2%
Cc1ccc(CNC(=O)CN(c2cccc([N+](=O)[O-])c2)S(=O)(=O)c2ccccc2)cc1	-8%	-32%[inhibitor]	2%	?	?	7%	-2%	-5%
Next section
SMILES	RECQ1 helicase	SMN2 splice up	JMJD2E inh	Lamin A splicing	ALDH1A1 inh	RGS12 GoLoco inh	TexasRed fluor	TRb SRC2 PPI
COc1ccc2c(c1)nc(SCC(O)c1ccccc1)n2C (stereo not drawn)	9%	5%	4%	·	4%	11%	-7%	1%
Cc1ccc(N=C(NOCc2ccc(Cl)cc2Cl)c2nonc2N)c(C)c1	-20%	-24%	2%	-1%	-10%	-9%	1%	13%
O=C(N/N=C/c1cccs1)c1cncc(Br)c1	0%	-33%[inhibitor]	2%	-10%[46 µM]	-9%	1%	-1%	-3%
O=C(/C=C/Nc1ccccc1F)c1ccc(Br)cc1	-3%	5µM*	?	-7%	3%	-7%	0%[53 µM]	13%[53 µM]
CCCOC(=O)CSC1=C(C#N)C(c2ccc3c(c2)OCO3)CC(=O)N1 (stereo not drawn)	-1%	-3%	13%	?	-2%	-2%	-1%	-9%
CCCCC(=O)NNC(=S)NC(=O)c1ccc([N+](=O)[O-])cc1	-4%	-55%[inhibitor]	?	?	5.6µM*	-10%	-1%	-1%
Cc1c(S(=O)(=O)N2CCN(C(c3ccccc3)c3ccccc3)CC2)c(=O)n(C)c(=O)n1C	9%	-6%	-2%	-4%	-2%	-5%	2%	-18%
CCC(C)NC(=O)CO/N=C/c1ccccc1OC(F)F (stereo not drawn)	-3%	-7%	-6%	4%	-4%	-1%	-2%	7%
CC(C)C[C@@H](CC(=O)N[C@@H](CCCN)CC(=O)N[C@@H]1CCNC[C@H]1C(=O)N[C@H](CC(=O)N[C@@H](CCC(=O)O)CC(=O)O)Cc1c[nH]c2ccccc12)NC(=O)[C@@H]1CNCC[C@H]1N	-11%	15%	-19%	·	-13%	0%	-1%	6%
O=C(Nc1ccccc1)Nc1ccc2ncoc2c1	6%	11µM*	-2%	·	-3%	8%	-1%	-2%
CCc1ccc2nc(NC(=O)CCCc3cccs3)sc2c1	-11%	2%	2%	1%	11%	-4%	-3%	-2%
Clc1ccc(OCCCN2CCCCC2)c(Br)c1	-1%	?	?	0%	-7%	3%	1%	-1%
O=C(CCCN1C(=O)c2cccc3cccc(c23)C1=O)N1CCN(c2ccccc2)CC1	-7%	-26%	?	-14%	?	-3%	-70%	0%

A portion of the library, so the mix of outcomes need not match the whole.
